Compound activity: PubChem, several laboratories
Autophagy HCS: autophagy modulators in MEF cells, primary screen, imaging, high-content, MEF GFP-LC3. MEF GFP-LC3 puncta imaging; test concentration mostly 10 µM. 190,000 compounds, 0.98% hits. AID 463193, 2010. calls only at 10 µM (by protocol);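 active = percentage of spot-positive cells more than 3 SD above its plate mean, without a fluorescence outlier flag or 80% toxicity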;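 also: spot-positive cell cutoff set from DMSO-treated cells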
Yfh1-off respiration: enhancers of respiration in Yfh1-depleted yeast, dose response, Friedreich's ataxia, plus single-dose screen (AID 1465); S. cerevisiae Yfh1-off respiration, WST-1 reduction, 72 h; higher fold induction means a stronger effect; one-dose fold induction at 50 µM; EC50 in µM for titrated hits; 220,000 compounds, 0.074% hits;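 active = fold induction of absorbance versus untreated yeast above a set limit, then at least 30% activation at any dose in follow-up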;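 also: activators that raise dye reduction in frataxin-depleted yeast; strong numbers were not always called active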
MT stabilizer: microtubule stabilizers in HeLa cells, primary screen, imaging, high-content imaging; HeLa tubulin immunostaining HCS, 24 h; share of cells brighter than vehicle mean+2SD; % tubulin-high responders, % at 10 µM; 200,000 compounds, 0.83% hits;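 active = plate Z-score above 3 for both tubulin-high and condensed-nucleus cell shares, with cell loss under 80%, at 10 µM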;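 also: anti alpha tubulin signal scored within the nucleus-defined area of each cell; some results filed as inactive read as strong as hits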
T cell HTS: modulators of CD8 T cell-vesicle binding, primary screen, mouse 2C CD8+ T cells, flow cytometry | 2C CD8+ T cell-vesicle binding; active compounds read low | 330,000 compounds, 0.068% hits | calls only at 7 µM | AID 2052, 2009;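 active = response, share of CD8 T cells binding vesicles, and their 90th percentile fluorescence all below set limits, cut at about 80% in these data, passing the limit was not always enough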
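Material: 2C TCR transgenic mouse naive CD8+ T cells, MACS-purified. Also added: QL9-charged Drosophila Ld/ICAM-1/B7-1 vesicles. Timing: binding 1.5 h at 37 °C. Measured by: high-throughput flow cytometry with anti-B7-1 and anti-CD8 staining. Read-out: percent CD8+ FL2 mean versus row control. Controls: Unloaded micro-vesicles (low), QL9 vesicles with 0.7% DMSO (high).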
M1AAP inhibition: P. falciparum M1AAP inhibitors, biochemical, fluorogenic H-Leu-NHMec substrate, 1536-well (AID 1445). inhibition, % at 30 µM, or IC50 in µM where a hit was titrated. recombinant M1AAP, H-Leu-NHMec fluorogenic kinetic assay; higher % means a stronger effect. 220,000 compounds, 0.42% hits. Aminopeptidase N (Plasmodium falciparum (isolate 3D7));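 active = primary inhibition above the hit cutoff, then over 50% inhibition at one or more dose response concentrations, cut at about 23% in these data, passing the limit was not always enough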;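 also: plate controls were DMSO full reaction for no effect and no enzyme background for full effect; strong numbers were not always called active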
Dynein transport: inhibitors of GR-EGFP nuclear translocation, primary screen, dynein cargo transport inhibitor project, imaging, high-content, 3617.4 mouse cells; test concentration mostly 20 µM; stimulated with dexamethasone, 1 µM; active compounds read low; z-score, hits read low; 220,000 compounds, 0.47% hits;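 active = plate z-score of nuclear minus cytoplasmic receptor signal below a set negative limit, without overly bright fluorescence or cell loss, cut at about -3.5 in these data, passing the limit was not always enough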;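 also: z-score of nuclear minus cytoplasmic ring GR-EGFP intensity difference per well; some compounds called inactive have numbers as strong as hits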
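Buffer or medium: tet-free medium with charcoal-stripped serum / Also added: dexamethasone agonist, 1.0 µM final, for 30 min / Timing: induction 48 h, compound 1 h, agonist 30 min / Measured by: high-content fluorescence imaging after fixation / Read-out: nuclear-to-cytoplasmic GR-EGFP distribution per well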
P. falciparum M17LAP: P. falciparum M17LAP inhibitors, primary screen, biochemical, fluorogenic H-Leu-NHMec substrate, 1536-well (AID 1619) | one-dose inhibition, % at 30 µM; IC50 in µM for titrated hits | 220,000 compounds, 0.38% hits | recombinant M17LAP, H-Leu-NHMec fluorogenic kinetic assay; higher % means a stronger effect;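 active = compound inhibiting the enzyme by more than half at any dose during confirmatory dose-response retesting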;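 also: plate controls were full reaction with DMSO carrier for no effect and no enzyme background for full effect; strong numbers were not always called active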
bCat nuc transl: modulators of beta-catenin nuclear translocation, primary screen, imaging, HeLa cells, immunofluorescence, high-content. nuclear translocation activity, % at 5 µM. 190,000 compounds, 0.3% hits. AID 1665, 2009;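 active = nuclear translocation activity above 50% at 5 µM, with a well cell count of 50 or more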;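 also: per-cell ratio of nuclear to cytoplasmic median beta-catenin stain intensity; plate controls were DMSO negative control for no effect and GSK-3 inhibitor IX positive control for full effect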
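Assay system: human HeLa cells, native beta-catenin; doses: 5 µM primary, 0.02–20 µM confirmation; incubation: compound treatment 24 h, 37°C, 5% CO2; technique: fluorescence imaging of beta-catenin antibody stain plus DAPI; measure: % activation, nuclear-to-cytoplasmic median beta-catenin signal ratio per cell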
WT yeast gro inh: growth inhibition of WT strain, primary screen, mitochondrial fusion inhibitor project, WT and mutant strains, chemical genetic; inhibition, % at 10 µM; AID 1362, 2008; mitochondrial fusion phenotypic screen; 190,000 compounds, 2.1% hits; in the data active = inhibition above about 58%; tested in S. cerevisiae
WT yeast gro inh mutant strain: also measured in WT yeast gro inh; calls as there; inhibition, %; mitochondrial fusion phenotypic screen, mutant strain inhibition
Dynein transport cytoplasmic EGFP: second read-out of Dynein transport, no call of its own (marks repeat the call); z-score; measured here: cytoplasmic GR-EGFP intensity; active compounds read high
Dynein transport nuclear GR-EGFP: recorded beside Dynein transport, whose call it bears; z-score; measured here: nuclear GR-EGFP intensity;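 lower value marks the stronger effect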
Dynein transport cell count: recorded beside Dynein transport, whose call it bears; z-score; measured here: cell count per field
bCat nuc transl cell count 5 µM: further read-out of bCat nuc transl, marked with its call; cell count; measured here: cell count, cytotoxicity flag
T cell HTS vesicle-bound %: also measured in T cell HTS; calls as there; double positive events, %; measured here: CD8+ vesicle-bound cell fraction;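 binding gate set so that unloaded-vesicle control wells show 10% double positive cells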
MT stabilizer Hoechst-high %: further read-out of MT stabilizer, marked with its call; % Hoechst-high responders; measured here: nuclear condensation Hoechst responders;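 share of cells brighter than vehicle mean plus two SD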
MT stabilizer cytotoxicity %: also measured in MT stabilizer; calls as there; toxicity, %; measured here: cytotoxicity by cell density;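 0% = mean cell density of plate MIN control wells and 100% = no cells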
Autophagy HCS cell loss 18 h: also measured in Autophagy HCS; calls as there; toxicity, %; measured here: cell loss, nuclei count;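 cell loss after 18 h compound exposure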
Starred values were filed as active, the others as inactive; i = inactive; . = no result given.

No.	SMILES	Autophagy HCS	Autophagy HCS cell loss 18 h	Yfh1-off respiration	MT stabilizer	MT stabilizer Hoechst-high %	MT stabilizer cytotoxicity %	T cell HTS	T cell HTS vesicle-bound %	M1AAP inhibition
1	COc1ccc(C(=O)n2nc(-c3ccco3)nc2N)cc1OC	i	-37	i	1.5	2.1	8.2	.	.	2%
2	COc1ccc(NC(=O)c2c(Cl)n(C)c3ccccc23)cc1	i	9	i	49*	24*	36*	i	42	-1%
3	CCOC(=O)/C(N=Nc1sc(C(=O)OC)c(C)c1C(=O)OCC)=C(\O)CCl	i	6	i	1.7	2.9	7.9	i	42	10%
4	COc1cccc(NC(=S)C(C#N)=C2N(C)c3ccccc3N2C)c1	i	0	i	1.4	1.2	0.9	i	39	-11%
5	COc1ccc(NS(=O)(=O)c2cc(NC(=O)/C=C/c3ccccc3OC)ccc2N2CCCCC2)cc1	i	4	i	2.2	2.0	5.2	i	50	4%
6	O=C1CC(NNc2ccccc2)C(=O)N1c1ccccc1 (stereo unspecified)	i	7	i	0.9	2.1	6.0	i	31	7%
7	COC(=O)c1c(NC(=O)COC(=O)c2ccccc2O)sc2c1CCCCC2	i	7	i	3.3	2.5	15	i	34	2%
8	COc1ccc(-c2nnc3n2-c2ccccc2SC3)cc1OC	i	7	i	6.2	1.9	10	i	29	-6%
9	CC(C[N+](C)(C)C)OC(N)=O (stereo unspecified)	i	9	i	2.0	2.0	4.2	i	9	-3%
10	Cc1c(NC(C)c2ccccc2O)c(=O)n(-c2ccccc2)n1C (stereo unspecified)	i	-13	i	1.1	0.8	2.7	i	10	6%
11	CCOC(=O)N1CCN(C(=O)Cc2ccc(Cl)cc2)CC1	i	12	i	4.2	2.5	1.2	i	62	3%
12	Cc1ccc(C(=O)CSc2nnc(N)s2)c(C)c1	i	12	i	1.8	1.9	11	i	25	7%

No.	Dynein transport	Dynein transport cytoplasmic EGFP	Dynein transport nuclear GR-EGFP	Dynein transport cell count	P. falciparum M17LAP	bCat nuc transl	bCat nuc transl cell count 5 µM	WT yeast gro inh	WT yeast gro inh mutant strain
1	0.66	-0.28	0.45	0.048	0%	0.6	1067	1	-2
2	0.2	-0.21	-0.21	-0.21	-10%	2.6	1395	-3	-3
3	-1.3	-0.25	-0.73	0.54	12%	-1.1	1096	-1	0
4	1.3	0.06	1.3	-2.7	16%	-1.1	1071	-4	-14
5	-0.35	-0.23	-0.56	0.42	29%	-1.3	495	0	-14
6	0.019	-0.26	-0.25	0.14	16%	1.3	875	0	-8
7	1.6	-0.0034	1.4	-1.3	-2%	-0.9	898	-5	1
8	1.2	-0.22	0.59	-0.89	-10%	2.0	1193	-26	-19
9	-0.3	-0.28	0.032	0.82	4%	-1.3	591	-6	-23
10	-0.18	0.82	0.31	-0.4	3%	-4.2	1169	20	28
11	-0.97	-0.19	-0.15	0.092	5%	-2.8	1159	9	-5
12	-0.22	-0.17	0.3	0.07	2%	-0.1	1545	10	4

An excerpt from above in order of number of heavy atoms, high to low:
No.	SMILES	Autophagy HCS	Autophagy HCS cell loss 18 h	Yfh1-off respiration	MT stabilizer	MT stabilizer Hoechst-high %	MT stabilizer cytotoxicity %	T cell HTS	T cell HTS vesicle-bound %	M1AAP inhibition
5	COc1ccc(NS(=O)(=O)c2cc(NC(=O)/C=C/c3ccccc3OC)ccc2N2CCCCC2)cc1	i	4	i	2.2	2.0	5.2	i	50	4%
11	CCOC(=O)N1CCN(C(=O)Cc2ccc(Cl)cc2)CC1	i	12	i	4.2	2.5	1.2	i	62	3%
9	CC(C[N+](C)(C)C)OC(N)=O (stereo unspecified)	i	9	i	2.0	2.0	4.2	i	9	-3%

No.	Dynein transport	Dynein transport cytoplasmic EGFP	Dynein transport nuclear GR-EGFP	Dynein transport cell count	P. falciparum M17LAP	bCat nuc transl	bCat nuc transl cell count 5 µM	WT yeast gro inh	WT yeast gro inh mutant strain
5	-0.35	-0.23	-0.56	0.42	29%	-1.3	495	0	-14
11	-0.97	-0.19	-0.15	0.092	5%	-2.8	1159	9	-5
9	-0.3	-0.28	0.032	0.82	4%	-1.3	591	-6	-23

Sorted by value in Dynein transport cell count (falling): some entries from above.
#	compound	Dynein transport cell count
9	CC(C[N+](C)(C)C)OC(N)=O (stereo unspecified)	0.82
5	COc1ccc(NS(=O)(=O)c2cc(NC(=O)/C=C/c3ccccc3OC)ccc2N2CCCCC2)cc1	0.42
6	O=C1CC(NNc2ccccc2)C(=O)N1c1ccccc1 (stereo unspecified)	0.14
11	CCOC(=O)N1CCN(C(=O)Cc2ccc(Cl)cc2)CC1	0.092
1	COc1ccc(C(=O)n2nc(-c3ccco3)nc2N)cc1OC	0.048
7	COC(=O)c1c(NC(=O)COC(=O)c2ccccc2O)sc2c1CCCCC2	-1.3

Remaining list, next part.
No.	SMILES	Autophagy HCS	Autophagy HCS cell loss 18 h	Yfh1-off respiration	MT stabilizer	MT stabilizer Hoechst-high %	MT stabilizer cytotoxicity %	T cell HTS	T cell HTS vesicle-bound %	M1AAP inhibition
13	O=S(=O)(c1ccc(F)c(F)c1F)N1CCN(C(=S)NC2CC3CCC2C3)CC1 (stereo unspecified)	i	-10	i	3.0	1.9	8.3	i	30	7%
14	Cc1ccc(NC(=O)Cc2noc3ccccc23)nc1	i	-2	i	3.8	2.2	7.4	i	1	-1%
15	COc1cccc(C2CC(=O)Nc3cc(OC)c(OC)c(OC)c32)c1OC (stereo unspecified)	i	-2	i	7.6	6.3	11	i	14	-4%
16	C=CCc1ccc2oc(C(=O)OCC)cc(=O)c2c1O	.	.	i	.	.	.	i	20	-1%
17	COc1ccc(-c2csc3nc(C)nc(N4CCC(C)CC4)c23)cc1OC	i	5	i	2.7	1.9	5.6	i	35	5%
18	O=Cc1c(N2CCSCC2)nc2ccccn2c1=O	.	.	i	.	.	.	i	34	4%
19	Cn1c(=O)[nH]c(=O)c2c1nc(N1CCOCC1)n2CCCSc1ncccn1	i	14	i	1.8	1.4	10	i	48	2%
20	Cc1nn(C)cc1CNC(=O)Nc1ccc(Br)cc1Cl	i	5	i	1.7	2.7	30	i	48	-1%
21	Cc1onc(-c2ccccc2Cl)c1C(=O)Nc1ccccc1	i	4	i	4.5	1.8	2.6	i	44	5%
22	COc1cc(C)nc(NS(=O)(=O)c2ccc(C)cc2)n1	i	0	i	3.6	1.6	3.3	i	42	2%
23	O=C(O)CN1C(=O)CNC1=O	i	-4	i	3.5	1.5	8.9	i	33	3%
24	Cc1nc2ncnn2c(C)c1CCC(=O)O	i	-9	i	3.9	1.8	8.6	i	27	7%
25	COc1ccc(NC(=O)CC(C)c2ccccc2)c([N+](=O)[O-])c1 (stereo unspecified)	i	-7	i	3.8	2.7	4.0	i	41	6%

No.	Dynein transport	Dynein transport cytoplasmic EGFP	Dynein transport nuclear GR-EGFP	Dynein transport cell count	P. falciparum M17LAP	bCat nuc transl	bCat nuc transl cell count 5 µM	WT yeast gro inh	WT yeast gro inh mutant strain
13	-0.41	0.073	-0.21	0.71	17%	1.7	1039	-3	-2
14	1.6	-0.18	1.1	-1.9	9%	0.0	549	12	-1
15	0.61	-0.25	0.33	0.31	0%	2.5	1110	0	7
16	-0.32	-0.26	-0.19	0.53	7%	0.5	1044	.	.
17	-0.36	-0.33	0.59	-0.68	3%	1.7	1029	63*	19*
18	-0.8	-0.27	-0.039	1.4	9%	-0.1	1280	.	.
19	-0.16	-0.14	-0.013	0.47	-7%	2.3	1092	14	7
20	0.16	0.073	0.3	2	3%	.	.	-1	13
21	1.2	1.2	0.99	-0.46	4%	2.0	503	-14	-11
22	-0.06	-0.25	0.15	0.95	5%	-0.5	997	-11	-4
23	-0.83	-0.031	-1	0.9	5%	-0.7	1138	5	-13
24	2.6	-0.2	1.2	-1.5	5%	.	.	-3	2
25	-0.27	-0.27	-0.52	0.83	23%	-0.3	955	2	-21
